# hERG rescue = shields human hERG channel from block by proarrhythmic agents | Q12809 | CHO-hERG, FluxOR thallium flux, dofetilide IC70 present | activation (rescue from dofetilide block), less the hit threshold, % at 10 µM | actives 0.51% (n = 310,000) | AID 1511;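 active = activation above the mean of controls blocked by dofetilide plus 5 SD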;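 note: thallium influx through hERG after potassium depolarization seen as dye fluorescence rise; in these data hits start at about 4.7%; inactives centre near -7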
# KCNQ1 pot = potentiators or activators of human KCNQ1 potassium channel; P51787; CHO-K1 KCNQ1, thallium flux FluxOR fluorescence; active compounds read high; B-score at 10 µM; actives 0.35% (n = 310,000); AID 2648;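 active = fluorescence ratio B-score, a plate-corrected score, at least three library SD, with initial intensity B-score within 5 SD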
#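 Material: CHO-K1 cells stably expressing KCNQ1. Medium: assay buffer for compound exposure, DMSO matched across wells. Reagent: K+/Tl+ depolarizing stimulus. Compound dosing: single-concentration screen. Times: 37 °C overnight plating, 90-min dark dye load, 20-min compound pretreatment. Technique: FluxOR Tl+ flux fluorescence.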
# RGS4 pot = potentiators or activators of RGS4 | HEK293 M3R/inducible RGS4, carbachol calcium flux Fluo4; active compounds read low | B-score at 10 µM | actives 0.92% (n = 310,000) | AID 463111;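 active = B-score of the integrated calcium signal more than 4 SD below the library mean, with starting fluorescence not abnormally high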;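 note: negative B-score means reduced calcium response which marks RGS4 activation or potentiation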
#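 Material: Inducible-RGS4 HEK293 cells carrying M3 receptor; also added: carbachol at ECmax as muscarinic agonist stimulus; incubation: compound preincubation 20 min at room temperature before agonist; signal: Fluo4-AM (2 µM) calcium-flux fluorescence, kinetic read; measure: integrated calcium ratio converted to B score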
# GSK3A inh = human GSK-3 alpha kinase inhibition; inhibition, % at 10 µM; P49840; actives 0.1% (n = 320,000); ADP-Glo luminescence, 60 min;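 in the data active = inhibition above about 50%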;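 note: GST-tagged GSK-3 alpha with peptide substrate and 25 µM ATP; 0% = DMSO neutral wells and 100% = GW8510 positive control wells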
# GSK3beta inhib = human GSK3beta kinase inhibition | P49841 | actives 0.038% (n = 300,000) | AID 2097 | GST-GSK3beta kinase, ADP-Glo luminescence, 60 min; active compounds read low | activity score (negative = inhibition), % at 10 µM;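 active = more than half of replicate wells score below -50%, meaning over 50% inhibition versus plate controls; inconclusive = some replicates but at most half score below -50%; inactive = no replicate scores below -50%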;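 note: 0% = median DMSO wells and -100% = median GW8510 positive control wells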
#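 Assay system: GST-fused GSK3beta enzyme, cell-free / Medium: Tris pH 7.5 buffer with MgCl2, DTT, BSA, heparin / Also added: peptide substrate plus 25 µM ATP (final) / Compound: 10 µM single point / Timing: kinase reaction with compound 60 min at room temperature / Detection: ADP-Glo luminescence / Benchmarks: DMSO neutral wells and GW8510 at 20 µM as positive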
# KCNK9 block = blocks the human KCNK9 two-pore domain potassium channel; actives 1.2% (n = 310,000); B-score at 10 µM; Q9NPC2; HEK293 KCNK9, FluxOR thallium flux fluorescence; active compounds read low;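 active = ratio B-score over 3 SD below the library mean, with starting fluorescence within 5 SD of its mean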;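 note: negative B-score means less thallium flux so channel inhibition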
# Target sequence (Q9NPC2 whole entry, looked up, the tested form may be a part): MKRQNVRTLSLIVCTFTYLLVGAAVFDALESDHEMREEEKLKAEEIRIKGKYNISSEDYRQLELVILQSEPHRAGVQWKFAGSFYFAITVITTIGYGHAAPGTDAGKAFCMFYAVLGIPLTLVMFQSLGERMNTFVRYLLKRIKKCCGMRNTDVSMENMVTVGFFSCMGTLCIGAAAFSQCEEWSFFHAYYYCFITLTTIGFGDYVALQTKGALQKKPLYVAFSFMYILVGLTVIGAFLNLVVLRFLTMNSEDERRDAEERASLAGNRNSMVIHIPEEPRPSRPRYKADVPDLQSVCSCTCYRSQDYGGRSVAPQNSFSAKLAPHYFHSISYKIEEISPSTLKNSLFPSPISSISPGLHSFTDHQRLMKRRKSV
# PolyA inhibitor = blocks polyadenylation in yeast reporter cells; calls only at 12 µM; actives 0.02% (n = 300,000); S. cerevisiae SKY197-pL101 polyadenylation reporter, beta-gal luminescence; efflux-impaired pdr1/pdr3 knockout yeast; score 100 = 6 SD above DMSO;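 active = lowest replicate activity score at least 50, where 100 means six control SD above control mean; inconclusive = lowest score under 50 but half or more replicates reach 50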;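 note: yeast exposed to compound for 9 h at 30 °C; higher score means more reporter readthrough which indicates perturbed polyadenylation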
# KCNK3 inh = human KCNK3 channel inhibition, primary screen; CHO-KCNK3 thallium flux, FluxOR fluorescence; active compounds read low; actives 0.84% (n = 340,000); AID 602410; O14649; B-score at 10 µM;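 active = B-score under library mean minus 4 SD, starting fluorescence ratio at most library mean plus 5 SD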;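 note: more negative B-score means stronger inhibition of thallium flux through KCNK3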
# Dyrk1A ADPGlo = Dyrk1A (rat) kinase inhibition. actives 0.43% (n = 310,000). AID 504441. ADP-Glo luminescence, NFATc1 peptide. Q63470. inhibition, % at 12.5 µM; in the data active = inhibition above about 50%;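 note: plate controls were vehicle with enzyme for no effect and no enzyme for full effect; many of its hits are not listed in these tables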
# HDAC3 inh = inhibitors of human histone deacetylase 3; recombinant HDAC3, fluorogenic peptide/trypsin coupled, fluorescence; actives 0.15% (n = 320,000); AID 2718; O15379; inhibition, % at 8.3 µM; in the data active = inhibition above about 26%, passing the limit was not always enough; inconclusive = no clear call, values can overlap the other calls
# Target sequence (O15379 whole entry, looked up): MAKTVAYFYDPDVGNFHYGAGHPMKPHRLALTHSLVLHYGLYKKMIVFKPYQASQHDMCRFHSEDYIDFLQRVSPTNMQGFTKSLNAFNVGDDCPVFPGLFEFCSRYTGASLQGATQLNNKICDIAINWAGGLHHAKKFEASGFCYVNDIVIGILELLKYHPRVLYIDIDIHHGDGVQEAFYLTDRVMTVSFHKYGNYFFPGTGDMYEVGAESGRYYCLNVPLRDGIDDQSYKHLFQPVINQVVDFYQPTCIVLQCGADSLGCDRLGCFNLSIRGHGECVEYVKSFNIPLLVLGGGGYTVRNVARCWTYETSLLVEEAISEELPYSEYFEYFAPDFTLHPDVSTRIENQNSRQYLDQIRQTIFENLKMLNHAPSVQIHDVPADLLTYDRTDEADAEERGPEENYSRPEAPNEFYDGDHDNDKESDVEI
# KCNQ1 inh = human KCNQ1 channel inhibition | P51787 | CHO-K1 KCNQ1, FluxOR thallium flux fluorescence; active compounds read high | B-score at 10 µM | actives 1.3% (n = 310,000);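 active = compounds whose thallium flux B-score, printed positive for inhibition, exceeds three library SD while starting fluorescence stays within three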;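 note: channel opened by potassium depolarization with thallium stimulus after 20 min compound exposure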
# * = called active by the depositor; i = inactive; ? = inconclusive; / = no result given. These rows are one share of the data; the hit share may differ from the screen's.
# Value order: hERG rescue, KCNQ1 pot, RGS4 pot, GSK3A inh, GSK3beta inhib, KCNK9 block, PolyA inhibitor, KCNK3 inh, Dyrk1A ADPGlo, HDAC3 inh, KCNQ1 inh
> CNC(=O)c1ccc(-n2nc(C)cc2-c2ccccc2)cc1
  -5, i, i, 0, 3, i, i, i, -3, 3, i
> CCOc1cccc(CNCCSc2nnnn2C)c1
  -12, i, i, 0, -5, i, i, i, /, 0, i
> c1ccc(CSC2=NNC(c3ccccn3)S2)cc1 (stereo unspecified)
  -6, i, i, 1, 1, i, i, i, /, -5, i
> COc1ccccc1-c1cc(C(=O)Nc2cccnc2)no1
  -6, i, i, 1, -7, i, i, i, -3, 2, i
> Cc1ccccc1-c1cc2nc(C)c(C)c(=O)n2[nH]1
  -10, i, i, 0, 1, i, i, i, -2, -11, i
> O=C(Nc1ccccc1C(F)(F)F)c1ncn[nH]1
  -15, i, i, -5, 2, i, i, i, -5, -2, i
> CCCC(=N)C1=C(O)CC(CC(C)SCC)CC1=O (stereo unspecified)
  -5, i, i, -3, -6, i, i, i, 5, -3, i
> O=[N+]([O-])c1cc(-c2ncccn2)cs1
  -1, i, i, -1, -6, i, i, i, -3, -2, i
> O=C(Nc1c[nH]c(=O)[nH]c1=O)c1ccccc1Cl
  -1, i, i, -2, -4, i, i, i, -4, -2, i
> CCCC(=O)Nc1cccc(NC(=O)c2ccc(C)c([N+](=O)[O-])c2)c1
  -14, i, i, 1, -2, i, i, i, 12, 1, i
> Fc1ccc(N2CCN(/C=C/c3nnnn3-c3ccccc3)CC2)cc1
  -5, i, i, 1, -7, i, i, i, -2, 2, i
> COc1ccc(Cl)cc1C(=O)Nc1ccccc1N1CCCCC1
  -12, i, i, 0, 5, -8.9*, i, -8.9*, -3, -1, 7*
> CC(=O)Nc1ccc(S(=O)(=O)Nc2cc3c(cc2C(C)=O)OCO3)cc1
  -10, i, i, 0, /, i, i, i, -13, 6, i
> Cc1ccc(C(=O)OC2CCN(c3ccc([N+](=O)[O-])cc3)CC2)cc1
  -6, i, i, 1, 1, i, i, i, 0, 6, i
> CCc1cc2c(=O)oc(-c3ccccc3F)nc2s1
  -8, i, i, 6, 1, i, i, i, -2, 69*, i
> COCCCNC(=S)Nc1ccc(S(=O)(=O)Nc2cc(OC)nc(OC)n2)cc1
  -11, i, i, -2, -6, i, i, i, 14, 2, i
> COc1ccc(-n2c(SCC(=O)Nc3ccc(C)cc3)nc(O)c(Cc3ccccc3)c2=O)cc1
  -3, i, i, 0, -1, i, i, i, /, 2, i
> Cc1ccc(NC(=O)N2CCCC2C(=O)NCCc2ccccc2)cc1 (stereo unspecified)
  -11, i, i, /, -1, i, i, i, -2, /, i
> O=C(Nc1ccc(N2CCOCC2)cc1)c1cccc(S(=O)(=O)N2CCCCC2)c1
  -6, i, i, /, 2, i, i, i, -4, /, i
> Cc1c(Cl)cccc1NC(=O)CC1SCCNC1=O (stereo unspecified)
  -5, i, i, -3, 2, i, i, i, -9, -5, i
> CCN(C(=O)COC(=O)CNC(=O)c1ccc(C)c(C)c1)C1CCS(=O)(=O)C1 (stereo unspecified)
  -9, i, i, /, 2, i, i, i, 1, -10, i
> CC(CNC(=O)c1ccccc1Cl)c1ccccc1 (stereo unspecified)
  -7, i, i, 8, -3, i, i, i, -3, 11, i
> Cc1cc(OC(C)C(=O)NC2CC(C)(C)NC(C)(C)C2)c2c(C)cc(=O)oc2c1 (stereo unspecified)
  -5, i, i, 5, 1, i, i, i, 1, -23, i
> c1ccc(-c2ncc(CN3CCN(c4ccccn4)CC3)[nH]2)cc1
  -14, i, i, 0, 0, i, i, i, 8, 1, i
> CCCCN(C(=O)c1ccc2c(c1)OCO2)C1CCS(=O)(=O)C1 (stereo unspecified)
  -10, i, i, -3, 0, i, i, i, 2, -3, i
> COC(=O)c1cnn2c(C)c(Cc3cccc(F)c3)c(C)nc12
  -7, i, i, /, 1, i, i, i, -3, /, i
> CCOc1ccc(NC(=O)NC2CCCCCCC2)cc1
  -11, i, i, /, 1, i, /, i, 6, 0, i
> CCCn1nc(-c2nnc(-c3ccc(C)c(C)c3)o2)c2ccccc2c1=O
  -12, i, i, -2, 2, i, i, i, 0, 8, i
> CCCCc1nc2sc3c(SCCN(C)C)ncnc3c2c2c1CCC2
  -6, 21*, i, 3, -1, i, i, i, /, 1, i
> C/[N+]([O-])=C\c1cccc(OCCN2CCN(c3ncc(C(F)(F)F)cc3Cl)CC2)c1
  -4, i, i, -2, -1, i, i, i, 3, 4, i
> COc1ccc(C2c3[nH]c4ccccc4c3C[C@H]3C(=O)N(C)CC(=O)N23)cc1OC (stereo partly specified)
  -8, i, i, 0, 2, i, i, i, -1, ?, i
> Cn1cnnc1SCCNS(=O)(=O)c1cccc([N+](=O)[O-])c1
  -11, i, i, -1, -1, i, i, i, 0, -7, i
> CCCCC1(C)OC(=O)C(=Cc2ccc(N(C)C)cc2)C(=O)O1 (stereo unspecified)
  -8, i, i, 2, 3, i, i, i, 2, 0, i
> CCC(=O)Nc1cccc(NC(=S)NC(=O)c2ccc(Cl)cc2Cl)c1
  -4, i, i, -1, 1, i, i, i, 2, 4, i
> CCOc1cc(/C=N/NC(N)=O)cc(Br)c1OCC(=O)Nc1ccccc1C
  -9, i, i, -1, 0, i, i, i, 0, 1, i
> COC(=O)CCCCC(=O)C1C(=O)CC(C)(C)C(C(=O)OC)C1=O (stereo unspecified)
  -1, i, i, 1, -1, i, i, i, -12, -1, i
> CN(C)C(=O)N1CCN(C(=O)c2ccccc2Sc2ccccc2C#N)CC1
  -4, i, i, -1, -1, i, i, i, 5, 7, i
> O=c1/c(=C/c2ccc(CNS(=O)(=O)c3ccccc3)o2)sc2n1CCN=2
  -11, i, i, -1, 1, i, i, i, -6, -2, i
> CC(=O)Nc1ccc(NC(=O)Nc2ccc(C)cc2C)cc1
  -4, i, i, /, 2, i, i, i, -3, 6, i
> CC(C)(C)N1C(=O)c2ccc(C(=O)Nc3ccc(C(=O)O)cc3)cc2C1=O
  -4, i, i, -2, -3, i, i, i, 12, 1, i
> OCCC#Cc1ccc(CN2CCN(Cc3ccsc3)C(CCO)C2)cc1 (stereo unspecified)
  -3, i, i, -1, 2, i, i, i, 0, -3, i
> COCCSc1ccccc1C(=O)Nc1ccc([N+](=O)[O-])cc1OC
  -10, i, i, -2, 1, i, i, i, -6, 3, i
> CCOC(=O)Cn1c2ccc(OC)cc2c2nc3ccccc3nc21
  -24, i, i, -1, 2, i, i, i, 3, -2, i
> S=C(Nc1ccccc1Cl)NC1CCC(NC(=S)Nc2ccccc2Cl)CC1 (stereo unspecified)
  -12, i, i, -4, 0, i, i, i, /, -1, i
> O=C(NCC(=O)N1CCC2(CC1)NCCc1[nH]cnc12)c1ccc(Br)cc1
  -5, i, i, 4, -1, i, i, i, /, -3, i
> COc1ccc(NC(=O)CSc2nccn2Cc2ccccc2)cc1
  -9, i, i, -1, 2, i, i, i, -10, /, i
> COc1cc2cc(C(c3nnnn3Cc3ccc(F)cc3)N3CCCCCC3)c(=O)[nH]c2cc1OC (stereo unspecified)
  -12, i, i, -1, 0, i, /, i, 12, -8, i
> O=C(Cc1ccc(Cl)cc1)Nc1ccccc1N1CCN(C(=O)c2ccccc2)CC1
  -7, i, -7.1*, -4, -6, i, i, i, -1, 6, i
> Cc1ccc(S(=O)(=O)ON2C(=O)c3cccc4cccc(c34)C2=O)cc1
  -2, i, i, 1, 2, i, i, i, 2, -4, i
> Cc1ccc(C(CNS(=O)(=O)c2ccccc2)N2CCN(C)CC2)cc1 (stereo unspecified)
  -6, i, i, 0, 0, i, i, i, 0, -2, i
> Nc1nc(NCc2ccccc2)nc(Nc2ccc(F)cc2)c1[N+](=O)[O-]
  0, i, i, 0, 1, i, i, i, 7, 5, i
> Cc1ccc(-c2ccc(/C=N/N3C(=O)C4C5C=CC(C6CC56)C4C3=O)o2)c([N+](=O)[O-])c1 (stereo unspecified)
  -11, i, i, 1, -1, i, i, i, 10, 0, i
> Cc1ccnn1CC(=O)N/N=C/c1cn[nH]c1-c1ccccc1
  -2, i, i, 2, 3, i, i, i, 0, 0, i
> COC(=O)CCC(=O)OC1(C)C(=O)C2=CN(c3ccc(OC)cc3)C(c3ccc(OC)cc3)=CC2=C(Br)C1=O (stereo unspecified)
  -4, i, i, 0, -4, i, i, i, /, 6, i
> COc1cc(C2NC(=O)NC(C)=C2C(=O)OC2CCC(C)CC2)ccc1O (stereo unspecified)
  -2, i, i, 2, -1, i, i, i, /, 2, i
> CCOc1ccc(NC(=O)CCNS(=O)(=O)c2cccs2)cc1
  -4, i, i, -2, 0, i, i, i, /, ?, i
> CC1NC(=O)NC1CCCCCC(=O)Nc1ccc(F)cc1 (stereo unspecified)
  -9, i, i, -1, 0, i, i, i, -7, 2, i
> CN(C)CCNC(=O)c1c(O)c2c([nH]c1=O)CCCC2
  -3, i, i, 1, 0, i, i, i, 0, 0, i

# Entries above printed as active in KCNK9 block:
SMILES	KCNQ1 pot	GSK3A inh	GSK3beta inhib	KCNK9 block	PolyA inhibitor	KCNK3 inh	Dyrk1A ADPGlo	HDAC3 inh	KCNQ1 inh
COc1ccc(Cl)cc1C(=O)Nc1ccccc1N1CCCCC1	i	0	5	-8.9*	i	-8.9*	-3	-1	7*

# Record cards (already shown). Order of screens: hERG rescue, KCNQ1 pot, RGS4 pot, GSK3A inh, GSK3beta inhib, KCNK9 block, PolyA inhibitor, KCNK3 inh, Dyrk1A ADPGlo, HDAC3 inh, KCNQ1 inh
# CN(C)CCNC(=O)c1c(O)c2c([nH]c1=O)CCCC2 is entered as -3, i, i, 1, 0, i, i, i, 0, 0, i
# Cc1ccc(S(=O)(=O)ON2C(=O)c3cccc4cccc(c34)C2=O)cc1 is entered as -2, i, i, 1, 2, i, i, i, 2, -4, i
# COc1ccc(NC(=O)CSc2nccn2Cc2ccccc2)cc1 is entered as -9, i, i, -1, 2, i, i, i, -10, /, i
